PGC1a acetyl inh – modulators of PGC1a acetylation | U2OS PGC1a acetylation, AlphaScreen anti-acetyl-lysine; with virally co-expressed GCN5 acetyltransferase | inhibition, % at 15.6 µM | hit rate 0.17% among 350,000;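 active = every replicate shows inhibition of at least 40%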;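 note: 0% = neutral control wells and 100% = positive control wells; some results beyond the cut were filed as inactive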
LGR2 antag – blocks bursicon-induced cAMP signaling via Drosophila LGR2; HEK293 LGR2, CRE-luciferase, bursicon-stimulated, 4 h; inhibition, % at 9.99 µM; hit rate 0.35% among 380,000; AID 720647;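 active = drop in luminescence signal, shown as inhibition above about 50% in the replicate tests, limit read from the data, passing the limit was not always enough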;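 note: agonist challenge used bursicon conditioned medium at about half maximal strength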
S100A4 inh HTS – inhibitors of human S100A4 binding to myosin IIA peptide | P26447 | S100A4/TAMRA-MyoIIA peptide fluorescence polarization | inhibition, % at 10.7 µM | hit rate 0.14% among 360,000;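 active = mean inhibition of at least 70% across replicates, with every replicate also reaching that level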
Target sequence (P26447 whole entry, looked up): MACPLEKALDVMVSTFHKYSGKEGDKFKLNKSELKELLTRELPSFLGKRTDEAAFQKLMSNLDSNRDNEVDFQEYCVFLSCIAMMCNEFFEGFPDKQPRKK
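Test system: S100A4 monomer protein; Medium: HEPES pH 7.2 with CaCl2, KCl, NaCl, DTT, Triton; Probe or stimulus: TAMRA-labelled myosin IIA heavy-chain peptide probe, 5 nM; Doses: one dose per compound; Times: polarization read 5 min after assay mix addition, stable 5–60 min; Benchmarks: neutral control DMSO, positive control TFP.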
C2C12 statin – protects C2C12 myotubes from simvastatin toxicity | rescue of ATP level, % at 7.49 µM | ATP luminescence, 48 h; scaled: DMSO 0, geranylgeraniol control 100 | hit rate 0.78% among 330,000;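 active = mean ATP rescue above about 67%, or every replicate alone reaching that limit, limit read from the data, passing the limit was not always enough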;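 note: myotubes were challenged with 10 µM simvastatin during compound exposure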
SIRT5 inh – blocks human SIRT5 desuccinylation of peptide; Q9NXA8; hit rate 1.1% among 330,000; inhibition, % at 15 µM; Purified SirT5, succinyl-peptide AMC, trypsin-coupled fluorescence; in the data active = inhibition above about 15%
Target sequence (Q9NXA8 whole entry, looked up): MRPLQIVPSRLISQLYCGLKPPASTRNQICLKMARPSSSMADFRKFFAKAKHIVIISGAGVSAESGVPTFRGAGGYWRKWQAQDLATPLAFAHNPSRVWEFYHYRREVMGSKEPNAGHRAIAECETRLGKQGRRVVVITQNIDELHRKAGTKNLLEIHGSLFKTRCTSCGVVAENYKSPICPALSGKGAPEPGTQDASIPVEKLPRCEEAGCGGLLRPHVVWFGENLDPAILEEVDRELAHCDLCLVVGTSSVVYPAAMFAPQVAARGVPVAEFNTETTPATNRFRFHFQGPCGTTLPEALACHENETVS
ERAP1 HTS inh – ERAP1 (human) enzyme inhibition. recombinant ERAP1, Leu-AMC fluorescence, 60 min. inhibition, % at 10.7 µM. hit rate 0.15% among 340,000. AID 652197;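 active = mean replicate inhibition of at least 30%, or all replicates individually reaching that 30% level; inactive = mean below 30% and not every replicate reaching it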;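 note: 0% = neutral control wells and 100% = L-leucinethiol positive control wells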
XiGFP reactiv – reactivates the inactive X chromosome in mouse fibroblasts | XiGFP mouse fibroblasts, % GFP-positive cells imaging, 3 d; cells co-treated with 5-aza-dC sensitizer; scaled so ellipticine positive control = 100% | activation, % at 7.58 µM | hit rate 0.055% among 360,000;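 active = mean normalized replicate activation at least 10% and every replicate at or above 10%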;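 note: 0% = median of on-plate neutral control wells and 100% = ellipticine 6 µM median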
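Material: XiGFP fibroblasts, SV40-immortalized; Buffer or medium: DMEM containing 5-aza-dC; Compound dosing: single point; Times: 3 days compound exposure.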
Cneo AK release – Cryptococcus neoformans lysis via adenylate kinase release. lysis activity, % at 15 µM. C. neoformans lysis, adenylate kinase release luminescence, 4 h; normalised: neutral wells 0, clomiphene wells 100. hit rate 0.2% among 360,000;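 active = mean lysis activity across replicates of at least 80%, whatever share of replicates individually reach that level; inactive = mean lysis activity below 80%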
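Material – Cryptococcus neoformans yeast cells · Quantity – 5 × 10^6 yeast cells/mL · Buffer or medium – YPD medium · Compound – single dose · Timing – 4 h static compound exposure, 37 °C, read 1 h post-reagent · Signal – adenylate kinase release luminescence · Read-out basis – lysis from increased AK signal · Benchmarks – Clomiphene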
* hit, by the source's call; / = not tested or not shown. Some of the compounds tested, so the mix of outcomes need not match the whole.

Field names: A = PGC1a acetyl inh; B = LGR2 antag; C = S100A4 inh HTS; D = C2C12 statin; E = SIRT5 inh; F = ERAP1 HTS inh; G = XiGFP reactiv; H = Cneo AK release
CCOc1ccc(N(CC(=O)NC2CCCC2)C(=O)c2ccc(C)s2)cc1
  A = -17; B = 8; C = 1; D = 20; E = 1; F = 0; G = 0.1; H = -1

CCCCNC(=O)CSc1nc2ccsc2c(=O)n1C1CCN(C(=O)OCC)CC1
  A = 2; B = -16; C = 2; D = 7; E = 0; F = -1; G = /; H = -1

COC(=O)[C@]12C[C@H](CC(=O)NCC34CC5CC(CC(C5)C3)C4)C(=O)N(Cc3ccc4c(c3)OCO4)C1=C[C@H](C(C)(C)C)O[C@@H]2C
  A = /; B = 25; C = -1; D = /; E = /; F = 7; G = 0.2; H = /

COc1ccc(C#Cc2ccc3c(c2)O[C@@H](CN(C)C(=O)Nc2cccc(OC)c2)[C@@H](C)CN([C@H](C)CO)S3(=O)=O)cc1
  A = -18; B = 11; C = -3; D = -73; E = 8; F = 0; G = 0.2; H = 80

O=C(O)C1CCN(S(=O)(=O)c2cccc3cccnc23)CC1
  A = -1; B = 7; C = 2; D = 2; E = 0; F = -4; G = 0.0; H = 0

N=c1c2c(n(Cc3ccc(F)cc3)c3c1CCC3)CCC2
  A = /; B = -3; C = 3; D = /; E = -1; F = 5; G = /; H = /

N#CCNC1CC(=O)N(c2ccc(F)cc2)C1=O (configuration not stated)
  A = /; B = 1; C = -4; D = -4; E = 2; F = 0; G = 0.0; H = -3

Cc1ccc(C(=O)COc2cc(C)nc3nncn23)cc1
  A = /; B = -10; C = -5; D = -9; E = -1; F = /; G = 0.0; H = /

COc1ccc2c3c(n(C)c2c1)[C@@H](CO)N(C(=O)C1CCCC1)CC31CCN(C(=O)c2ccncc2)CC1
  A = /; B = 17; C = -1; D = /; E = 1; F = 0; G = 0.3; H = /

O=C1CCCCCCC(=O)[C@H](O)C[C@H](c2ccccc2)O1
  A = /; B = 4; C = 7; D = /; E = 0; F = 2; G = 0.0; H = /

COc1ccc(CN(C)CC(=O)Nc2cccc(S(=O)(=O)N(C)c3ccccc3)c2)c(OC)c1
  A = -4; B = -6; C = 0; D = 6; E = -1; F = 0; G = 0.0; H = 0

COc1ccc(C(=O)Nc2ccc3c(c2)OC[C@H](C)N(C)C[C@@H](C)[C@@H](OC)CN(C)C3=O)cc1
  A = /; B = -9; C = -15; D = -6; E = 3; F = -2; G = 0.0; H = 0

CCOCCn1c(CN2CCOCC2)nc2c1c(=O)[nH]c(=O)n2C
  A = /; B = -19; C = -3; D = 1; E = 4; F = -5; G = -0.3; H = 4

CCC1(c2ccc(F)cc2)NC(=O)N(CC(=O)NCc2ccccc2Cl)C1=O (configuration not stated)
  A = -13; B = -13; C = 5; D = -2; E = -2; F = 0; G = 0.0; H = 0

O=C(COc1ccc(Cl)cc1)NNC(=O)c1ccccn1
  A = 0; B = 12; C = /; D = 6; E = /; F = /; G = /; H = -1

Next section.
Field names: A = PGC1a acetyl inh; B = LGR2 antag; C = S100A4 inh HTS; D = C2C12 statin; E = SIRT5 inh; F = ERAP1 HTS inh; G = XiGFP reactiv; H = Cneo AK release
COc1ccc(C(=O)Nc2ccc3c(c2)OC[C@@H](C)N(C(C)=O)C[C@H](C)[C@@H](OC)CN(C)C3=O)cc1
  A = -12; B = 4; C = -1; D = -14; E = 2; F = -3; G = 0.4; H = -4

O=C1CSC(c2ccc(F)cc2)N1c1ccccc1F (configuration not stated)
  A = 2; B = -4; C = 1; D = 12; E = -4; F = 0; G = 0.1; H = 0

C[C@@H]1CN([C@@H](C)CO)C(=O)c2cccc(NS(C)(=O)=O)c2O[C@H]1CN(C)C
  A = 14; B = 11; C = -1; D = 43; E = -10; F = -1; G = 0.1; H = -1

COc1cc(NC(=O)c2cc(Br)cc(C)c2OC)ccc1NC(=O)C(C)C
  A = -2; B = 8; C = -2; D = -40; E = 0; F = 5; G = 0.4; H = -3

C[C@@H]1CN([C@@H](C)CO)C(=O)Cc2cc(NS(=O)(=O)c3cn(C)cn3)ccc2O[C@@H]1CN(C)S(=O)(=O)c1ccccc1
  A = -5; B = 10; C = 1; D = -33; E = -4; F = -1; G = -1.0; H = 3

CCCc1nc2c(Cl)cc(C(F)(F)F)cn2c1Cc1ccc(OC)cc1C
  A = /; B = 9; C = -6; D = /; E = 0; F = -1; G = 0.1; H = /

Cc1nc2nc(SCc3nc4ccccc4[nH]3)[nH]c2cc1Br
  A = -13; B = 8; C = 4; D = /; E = -2; F = /; G = 0.0; H = -1

CC(C)(C)c1nc(N)nc(=O)[nH]1
  A = -3; B = 0; C = -2; D = /; E = -4; F = -3; G = 0.5; H = /

O=C(c1cccnc1)N1CCC(Oc2ccc(C(=O)N3CCCC(O)C3)cc2)CC1 (configuration not stated)
  A = 7; B = -17; C = 8; D = 9; E = -6; F = 12; G = 0.0; H = 111*

COc1ccc(/C=N/n2c(=O)[nH]c3c([nH]c4ccc(C)cc43)c2=O)cc1CN1CCOCC1
  A = -6; B = 11; C = -3; D = /; E = 1; F = 0; G = /; H = /

O=C1CCN(Cc2ccccc2)C=C1c1cccc(O)c1
  A = 7; B = -10; C = -5; D = 6; E = /; F = 2; G = 0.7; H = 8

CCOC(=O)C1CCCN(C(=O)COc2ccc(C(=O)c3ccccc3)cc2)C1 (configuration not stated)
  A = /; B = -6; C = 0; D = -1; E = -1; F = 3; G = 0.0; H = 17

COc1ccc2nc3n(c(=O)c2c1)-c1ncccc1C(=O)NC3C (configuration not stated)
  A = 4; B = /; C = -1; D = 13; E = -3; F = 0; G = 0.0; H = 0

C[C@H](CO)N1C[C@H](C)[C@@H](CN(C)Cc2ccc(C(=O)Nc3ccccc3N)cc2)Oc2ccc(NC(=O)CCC(F)(F)F)cc2CC1=O
  A = 6; B = -4; C = -10; D = /; E = 1; F = 3; G = -1.0; H = /

Cc1c(NC(=O)CN2C(=O)C(=O)c3ccccc32)c(=O)n(-c2ccccc2)n1C
  A = 7; B = 12; C = 1; D = /; E = 0; F = 5; G = 0.1; H = /

Further structures.
Screens in order – PGC1a acetyl inh, LGR2 antag, S100A4 inh HTS, C2C12 statin, SIRT5 inh, ERAP1 HTS inh, XiGFP reactiv, Cneo AK release
- O=C1CN(C(=O)c2cc(Br)c(Br)s2)c2ccccc2N1
→ 3, /, 0, /, -1, 2, /, 1
- O=c1[nH]c2ccccc2n1Cc1ccc(F)cc1
→ 8, 15, 16, 21, -4, 2, 0.1, 3
- O=C1/C(=C/c2cccs2)Sc2ccccc21
→ 0, -34, -4, /, /, 2, 0.2, 4
- O=C1[C@@H]2C(c3ccc(F)cc3)=NO[C@@H]2C(=O)N1Cc1ccccc1
→ 19, 10, -10, /, -2, 3, 0.2, 1
- COC(=O)C1=C(C)N(c2ccccc2)C(=S)NC1c1ccccc1C(F)(F)F (configuration not stated)
→ /, -18, 1, -4, -6, 2, 0.0, 1
- CCCCCCCCN1C(=O)[C@@H](CC(=O)NCCc2ccccc2OC)C[C@@]2(C(=O)OC)C1=C[C@H](C(C)(C)C)O[C@@H]2C
→ /, -7, -2, /, /, -1, 0.2, /
- O=C(CSc1nnc(-c2ccncc2)n1Cc1ccco1)Nc1ccccc1F
→ 0, -4, -2, /, -3, /, 0.0, -5
- COc1ccc(CN(C)C[C@@H]2Oc3ccc(NC(=O)NC(C)C)cc3C(=O)N([C@@H](C)CO)C[C@H]2C)cc1
→ -3, 20, -4, 9, -6, 1, 0.9, 8
- CCCN(CC(=O)Nc1cccc(Br)c1)CC(=O)Nc1ccc(F)c(F)c1F
→ /, -7, /, 8, /, /, 0.5, 4
- C[C@H](CO)N1C[C@H](C)[C@H](CN(C)C(=O)Nc2cccc3ccccc23)Oc2ccc(NS(=O)(=O)c3ccc(Cl)cc3)cc2C1=O
→ 2, 2, 9, -14, 6, 1, 0.1, 2

Exported with bars between the fields: 11 of the compounds above
structure | PGC1a acetyl inh | LGR2 antag | S100A4 inh HTS | C2C12 statin | SIRT5 inh | ERAP1 HTS inh | XiGFP reactiv | Cneo AK release
Cc1c(NC(=O)CN2C(=O)C(=O)c3ccccc32)c(=O)n(-c2ccccc2)n1C | 7 | 12 | 1 | / | 0 | 5 | 0.1 | /
O=C1CN(C(=O)c2cc(Br)c(Br)s2)c2ccccc2N1 | 3 | / | 0 | / | -1 | 2 | / | 1
O=c1[nH]c2ccccc2n1Cc1ccc(F)cc1 | 8 | 15 | 16 | 21 | -4 | 2 | 0.1 | 3
O=C1/C(=C/c2cccs2)Sc2ccccc21 | 0 | -34 | -4 | / | / | 2 | 0.2 | 4
O=C1[C@@H]2C(c3ccc(F)cc3)=NO[C@@H]2C(=O)N1Cc1ccccc1 | 19 | 10 | -10 | / | -2 | 3 | 0.2 | 1
COC(=O)C1=C(C)N(c2ccccc2)C(=S)NC1c1ccccc1C(F)(F)F (configuration not stated) | / | -18 | 1 | -4 | -6 | 2 | 0.0 | 1
CCCCCCCCN1C(=O)[C@@H](CC(=O)NCCc2ccccc2OC)C[C@@]2(C(=O)OC)C1=C[C@H](C(C)(C)C)O[C@@H]2C | / | -7 | -2 | / | / | -1 | 0.2 | /
O=C(CSc1nnc(-c2ccncc2)n1Cc1ccco1)Nc1ccccc1F | 0 | -4 | -2 | / | -3 | / | 0.0 | -5
COc1ccc(CN(C)C[C@@H]2Oc3ccc(NC(=O)NC(C)C)cc3C(=O)N([C@@H](C)CO)C[C@H]2C)cc1 | -3 | 20 | -4 | 9 | -6 | 1 | 0.9 | 8
CCCN(CC(=O)Nc1cccc(Br)c1)CC(=O)Nc1ccc(F)c(F)c1F | / | -7 | / | 8 | / | / | 0.5 | 4
C[C@H](CO)N1C[C@H](C)[C@H](CN(C)C(=O)Nc2cccc3ccccc23)Oc2ccc(NS(=O)(=O)c3ccc(Cl)cc3)cc2C1=O | 2 | 2 | 9 | -14 | 6 | 1 | 0.1 | 2

Further records follow:
Screens in order – PGC1a acetyl inh, LGR2 antag, S100A4 inh HTS, C2C12 statin, SIRT5 inh, ERAP1 HTS inh, XiGFP reactiv, Cneo AK release
- Cc1cc(C)cc(C(=O)OCC(=O)NCc2cccs2)c1
→ /, -10, -1, /, -2, 5, 0.0, 0
- Cc1ccc(S(=O)(=O)N2CCN(C(=O)c3ccccc3)C2)cc1[N+](=O)[O-]
→ /, -31, 0, /, 5, -2, 0.0, /
- O=C(NCc1n[nH]c(=S)n1-c1ccccc1)c1ccco1
→ -33, -13, /, 5, /, /, /, 4
- Nc1ccccc1-c1nc2ccccc2s1
→ -7, -111, 6, -13, 4, 0, 1.3, 21
- O=C(O)c1cccc(NC(=S)NC(=O)c2cncc(Br)c2)c1
→ 4, -23, -8, 2, /, -8, 0.0, -1
- COc1cccc(C(=O)Nc2ccc3c(c2)C(=O)N(C)C[C@H](OC)[C@@H](C)CN(CCc2ccccc2)[C@H](C)CO3)c1
→ -27, -2, -6, 3, 20*, /, 0.3, 2
- COc1ccc(C(=O)c2c3ccccc3[n+]([O-])n2CCC(N)=O)cc1
→ 2, -25, -2, 6, 0, 3, 0.3, 0
- COc1ccc(CCNC(=O)C2CCCN2S(=O)(=O)c2cccc3nsnc23)cc1OC (configuration not stated)
→ -18, -13, 4, 2, -2, -1, 0.1, 3

Bioassay records (PubChem BioAssay)
